TbPYK inhibitor = inhibitors of Trypanosoma brucei pyruvate kinase; Q57TT1; TbPYK enzyme, Kinase-Glo Plus ATP luminescence, 45 min; Potency, µM (series often up to 76.8 µM), for the others: top-dose activity, negative = inhibition, hits mostly inhibitors; 0.12% of 410,000 active; active = well fitted inhibition curve with a large enough effect; inconclusive = small, poorly fitted or top-dose-only effect; also: nearly all actives have a fitted effect of over 50% in size
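Enzyme and substrate buffer are dispensed first and compound is pin-transferred. ADP at 130 uM final then starts the reaction, which runs 45 min at room temperature. Detection reagent is added for 10 min before luminescence is imaged.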
An asterisk follows results filed as active; ? = inconclusive. % is scaled to controls: 0 for no effect and ±100 for the full control effect; potency is read from the fitted curve at half-maximal effect. The list is partial (hit frequency here may not be typical).

Structure,TbPYK inhibitor
COc1ccc(CCCNC(=O)C2Cc3c(-c4ccccc4)ccnc3O2)cc1 (stereo unspecified),-4.4%
CC(C)c1ccc(CNc2nc(NCC3CC3)nc3ccsc23)cc1,1.1%
COc1ccc(C(C)(O)c2nc(/C=C/c3ccccc3)cs2)cc1 (stereo unspecified),3.6%
COc1ncnc2c1ncn2CCCNCc1ccccn1,-9.9%
CC1(C(=O)NS(=O)(=O)c2cccc(C#N)c2)CCN1C(=O)CCC1CCCC1 (stereo unspecified),-17.1%
O=C(Nc1ccc(Oc2ccccc2)cc1)c1csc([C@H]2C[C@H](O)[C@@H](CO)O2)n1,1.9%
CCCCN(C)c1c(C)nc2ccc(C(=O)N(C)Cc3ccco3)cn12,5.9%
O=[N+]([O-])c1ccccc1S(=O)(=O)N1CCN(S(=O)(=O)c2ccc3c(c2)OCCO3)CC1,-6.2%
O=C(OCc1cn([C@@H]2C[C@H](c3ccccc3)N(C(=O)C3CCCCC3)C[C@H]2O)nn1)c1ccccc1,5.0%
COc1cc(C=C(C#N)c2ccc([N+](=O)[O-])cc2)ccc1O,-29.6%
O=C(NCCNC(=O)c1ccc(Cl)cc1Cl)c1ccc(Cl)cc1Cl,-5.6%
CO/N=C(\C(=O)NC1C(=O)N2C(C(=O)OCOC(=O)C(C)(C)C)=C(/C=C\c3scnc3C)CSC12)c1csc(N)n1 (stereo unspecified),1.3%
CN(NC(=O)C(=O)NCc1ccco1)C(=O)Nc1ccc(Cl)cc1,-1.1%
CN(C)CCN1CCN(C2CN(CCc3ccccc3)S(=O)(=O)C2)CC1 (stereo unspecified),1.2%
O=c1[nH][nH]c2c1[C@H](c1ccc(F)cc1)O[C@H](CCC(F)(F)F)C2,0.5%
CC(=O)N1CCC[C@@]2(CCN(C(c3ccccc3)c3ccccc3)C2)C1,-3.2%
CCc1nc2ccc(C(=O)NCCOc3ccc(OC)cc3)cn2c1N(CC)Cc1ccc(OC)c(OC)c1,5.4%
CN1CCCCC1(C)C(=O)NCc1ccc(C(C)(C)C)cc1 (stereo unspecified),1.5%
CCCCn1nnnc1C(CCc1ccccc1)N1CCC(n2c(=O)[nH]c3ccccc32)CC1 (stereo unspecified),7.6%
CCCCCCn1c(=O)n2n(c1=O)C[C@]1(OC(=O)NCc3ccccc3)CN(S(=O)(=O)c3ccc(C)cc3)C[C@]1(O)C2,0.8%
CCNC(=O)c1cc2c(c(-c3cccc(-c4ccccc4F)c3)n1)[C@@H](CCO)N(C(=O)CC)C2,-1.8%
COc1ccc(NC(=O)C2(C)CCN2C(=O)C(C)C)cc1F (stereo unspecified),0.4%
CC1(C(=O)NCc2cccs2)Cc2c(-c3ccc(C(N)=O)cc3)ccnc2O1 (stereo unspecified),0.7%
O=C(Cn1cc(COc2ccc(Cl)c(Cl)c2)nn1)NS(=O)(=O)c1ccccc1OC(F)(F)F,3.8%

Four entries drawn at random from those above:
Structure,TbPYK inhibitor
O=C(Cn1cc(COc2ccc(Cl)c(Cl)c2)nn1)NS(=O)(=O)c1ccccc1OC(F)(F)F,3.8%
O=c1[nH][nH]c2c1[C@H](c1ccc(F)cc1)O[C@H](CCC(F)(F)F)C2,0.5%
COc1cc(C=C(C#N)c2ccc([N+](=O)[O-])cc2)ccc1O,-29.6%
O=C(OCc1cn([C@@H]2C[C@H](c3ccccc3)N(C(=O)C3CCCCC3)C[C@H]2O)nn1)c1ccccc1,5.0%

The main list resumes, starting 2 compounds before the break.
Structure,TbPYK inhibitor
CC1(C(=O)NCc2cccs2)Cc2c(-c3ccc(C(N)=O)cc3)ccnc2O1 (stereo unspecified),0.7%
O=C(Cn1cc(COc2ccc(Cl)c(Cl)c2)nn1)NS(=O)(=O)c1ccccc1OC(F)(F)F,3.8%
O=C(COC(=O)Cc1c[nH]c2ccccc12)Nc1ccc(Cl)cc1,-14.1%
CC(=O)c1ccccc1C(=O)N1CCC(CCC(=O)NCc2ccc(F)cc2)CC1,2.6%
COc1cccc(-c2cnc3c(NC(C)=O)cc(-c4cccc(C(=O)NCCN(C)C)c4)cn23)c1,0.3%
O=C(NCc1cccs1)c1ccc2sc([C@H]3C[C@H](O)[C@@H](CO)O3)nc2c1,-2.3%
COc1ccccc1C#Cc1cnc2c(c1)C(=O)N([C@H](C)CO)C[C@H](C)[C@@H](CN(C)S(=O)(=O)c1cn(C)cn1)O2,-5.5%
COc1ccccc1CN1CC(C(=O)N(C)CCc2ccccn2)CCC1=O (stereo unspecified),1.9%
O=C(Nc1ccc(F)c(Cl)c1)c1cc(C2CCCCN2C(=O)c2cccs2)on1 (stereo unspecified),-1.0%
OC(c1ccc(F)c(F)c1)c1ncc(-c2ccc(Cl)cc2)[nH]1 (stereo unspecified),-2.7%
COc1ccc(-c2nc3cnc(Nc4cccc(OC)c4)nc3n(CCC#N)c2=O)cc1,6.0%
Cc1nn(CC(C)C)c(Cl)c1C(=O)NC1CCCC1,7.7%
CCNC(=O)c1cc2c(c(-c3cccc(-c4cccc(C(=O)N(C)C)c4)c3)n1)[C@@H](CCO)N(S(=O)C(C)(C)C)C2 (stereo partly specified),-0.8%
CN(C)C(=O)c1cccc(-c2cccc(-c3nc(C(=O)NCc4ccccc4)cc4c3[C@@H](CCO)N(S(=O)C(C)(C)C)C4)c2)c1 (stereo partly specified),-0.5%
CC(=O)c1cc2cccc(OC3(C)CCN(Cc4ccc(-c5ccccn5)cc4)C3)c2o1 (stereo unspecified),?
N#Cc1ccc(CN2CCCC3(CCN(C(=O)c4ccncc4)CC3)C2)cc1,-7.3%
COc1cc(-c2cc3nc(NCc4cccs4)ccn3n2)cc(OC)c1OC,-1.6%
COc1ccc(C2CC(=O)Nc3cc(OC)c(OC)cc32)cc1 (stereo unspecified),-9.0%
O=P(OC1=CCCCC1)(c1ccccc1)c1ccccc1,0.2%
COCCCNc1ccn2nc(-c3ccc(OCCN4CCOCC4)cc3)cc2n1,3.9%
COc1cccc(C(=O)NCCS(=O)(=O)N2CCCC(C)C2)c1 (stereo unspecified),-6.3%
CCNc1ncc2nc(-c3cccc(C#N)c3)c(=O)n(C)c2n1,5.0%
COc1cc(-c2cc3nc(NCCOc4ccccc4)ccn3n2)cc(OC)c1OC,-6.3%
Cn1c(NCc2cccnc2)nc2cc(-c3cccc(C(F)(F)F)c3)sc2c1=O,-1.4%
O=C(COC(=O)Cc1ccccc1F)NCc1ccccc1Cl,-6.8%
CC(NS(=O)(=O)c1cc2c3c(c1)CCN3C(=O)CC2)c1ccccc1 (stereo unspecified),-2.4%

As entered above.
In TbPYK inhibitor, O=P(OC1=CCCCC1)(c1ccccc1)c1ccccc1 has 0.2%
In TbPYK inhibitor, O=C(COC(=O)Cc1ccccc1F)NCc1ccccc1Cl has -6.8%
In TbPYK inhibitor, Cn1c(NCc2cccnc2)nc2cc(-c3cccc(C(F)(F)F)c3)sc2c1=O has -1.4%

The list continues:
Structure,TbPYK inhibitor
O=C(Nc1ccc(NC(=S)NC(=O)c2ccco2)cc1)c1ccc(Br)cc1,-17.4%
OC(c1cccc(Cl)c1)c1ncc(-c2ccc3ccccc3c2)[nH]1 (stereo unspecified),-2.3%
O=S(=O)(Nc1nc(-c2ccco2)c(-c2ccco2)s1)c1ccc(F)cc1F,-12.7%
CC(C)C(=O)N1CCCC1(C)C(=O)N(C)Cc1cccc2ccccc12 (stereo unspecified),-0.1%
CCN1C(=O)[C@H]2[C@@H](c3ccc(OC)cc3)N[C@]3(CCCN(Cc4ccc(Cl)cc4)C3=O)[C@H]2C1=O,3.2%
Cc1ccc(NC(=O)CSc2nnnn2C)cc1S(=O)(=O)N1CCCCC1,-7.8%
Cc1cc(C)cc(Cn2c3ccc(NC(=S)NC4CCCCC4)cc3c(=O)n2C)c1,-1.9%
C[C@@H]1CN([C@@H](C)CO)C(=O)CCCn2cc(nn2)CO[C@H]1CN(C)S(=O)(=O)c1ccccc1F,-1.5%
Cc1ccc(-c2ccc(CN3C(C(C)C)C(=O)N(Cc4cn(Cc5ccco5)nn4)CCS3(=O)=O)cc2)cc1 (stereo unspecified),-1.1%
CCN1C(=O)[C@H]2[C@@H](c3ccc(C)cc3)N[C@]3(CCCN(CC4CCCCC4)C3=O)[C@H]2C1=O,3.2%
CN(CC(=O)Nc1cccc(S(=O)(=O)N(C)c2ccccc2)c1)Cc1cccs1,6.2%
COc1ccc(-n2nc3c(c2NC(=O)c2ccccc2)CS(=O)(=O)C3)cc1,-6.4%
CCOC(=O)C1=CCN(S(=O)(=O)c2ccccc2Br)C1c1cccc(F)c1 (stereo unspecified),-2.5%
CCCCC(=O)N(C)c1c(CC)nc2c(OCCOc3ccccc3)cccn12,-8.4%
Cc1nc(Cc2nnc(SCC(=O)N3c4ccccc4NC(=O)C3(C)C)o2)cs1,-0.7%
CC(C)CNC(=O)C1(C)CCN1C(=O)c1ccc(C(C)(C)C)cc1 (stereo unspecified),3.1%
O=C1NC[C@H](Cc2ccccc2)N(C[C@@H]2CCCN2C[C@H](Cc2ccccc2)N2C[C@H](Cc3ccccc3)N(CC3CCCCC3)C(=O)C2=O)C1=O,1.9%
COc1ccc(-c2ccc(C(=O)NCC3CC3)c3occc23)c(C)c1,2.3%
CC1(C(=O)Nc2cccc3c2CCCC3)CCN1C(=O)CCC1CCCC1 (stereo unspecified),-6.7%
COc1ccccc1-c1ccc2c(c1)C(C)(Cc1ccc(F)c(Cl)c1)C(=O)N2 (stereo unspecified),-3.3%
CN(C)c1ccc(N=Nc2nccs2)cc1,-8.1%
COc1ccc([C@H]2C[C@@H](n3cc(-c4ccc(F)cc4)nn3)[C@H](O)CN2Cc2cccs2)cc1,-4.6%
Cc1ccc(S(=O)(=O)N2C[C@H]3C(=O)C[C@@H](c4ccccc4)N(S(=O)(=O)c4ccccc4[N+](=O)[O-])[C@H]3C[C@H]2c2ccccc2)cc1,1.7%
CC(C)(C)NC(=O)C1c2ccccc2OCC(=O)N1Cc1ccco1 (stereo unspecified),2.2%
COc1ccc(NC(=O)N2CC3(CCNCC3)C2)cc1,-9.2%
COc1ccc(S(=O)(=O)N(C)C[C@@H]2OCc3cnnn3CCCC(=O)N([C@H](C)CO)C[C@@H]2C)cc1,-3.0%
Cc1ccc(OC2CCN(C(=O)[C@H]3O[C@@H](n4ccc(N)nc4=O)[C@H](O)[C@@H]3O)CC2)cc1,1.4%
CSCCC(c1nnnn1C1CCCC1)N1CCC2(CC1)C(=O)NCN2c1ccccc1 (stereo unspecified),-2.1%
COc1ccc(C(=O)N2C=Cc3ccccc3C2C#N)cc1 (stereo unspecified),3.0%
CCCCNC(=O)Cn1nnc(-c2ccccc2)c1COc1ccc(C(C)=O)cc1,0.6%
COCCNC(=O)C1(C)CCN(C(=O)Cc2ccc(OC)c(OC)c2)C1 (stereo unspecified),-3.3%
C[C@H](CO)N1C[C@H](C)[C@@H](CN(C)C(=O)c2ccncc2)OCc2cnnn2CCCC1=O,1.3%
Cc1noc(C)c1C(=O)N1CCC1(C)C(=O)NS(=O)(=O)c1cccc(Cl)c1 (stereo unspecified),0.8%
C#CCn1c2ccccc2c(=O)n1C(C)C,-15.4%
NC(Cc1ccccc1Cl)c1nn[nH]n1 (stereo unspecified),-1.4%
CC1(Cc2cc(Cl)ccc2C(F)(F)F)C(=O)Nc2c(Cl)cccc21 (stereo unspecified),0.3%
O=C(COC(=O)c1c(F)cccc1F)Nc1cccc(S(=O)(=O)N2CCCCC2)c1,1.0%
FC(F)(F)c1nc2nccnc2[nH]1,-0.2%
COc1ccc(NC(=O)c2cc(C3CCCCN3C(=O)c3cc(OC)c(C)c(OC)c3)on2)c(C)c1 (stereo unspecified),-7.9%
CC1(C(=O)NS(=O)(=O)c2ccc3c(c2)CCO3)CCN1C(=O)COc1ccc(Cl)cc1 (stereo unspecified),0.3%
Cc1ccccc1CNC(=O)c1csc([C@@H]2O[C@H](CO)[C@@H](O)[C@H]2O)n1,-2.3%
CC1(C(=O)NS(=O)(=O)C2CC2)CCCN(C(=O)Cc2ccc3ccccc3c2)C1 (stereo unspecified),-4.2%
COC(=O)C1=C(c2ccc(OCc3ccccc3)cc2)C[C@@H]2CC[C@H]1N2C(=O)NCc1ccc2c(c1)OCO2,1.6%
Cc1ccc(-c2ccc(CN3C(C(C)C)C(=O)N(Cc4cn(CCC5OCCO5)nn4)CCS3(=O)=O)cc2)cc1 (stereo unspecified),4.1%
CSc1ncnc2c1ncn2CCCNCC(C)c1ccccc1 (stereo unspecified),-4.4%
Cc1ccccc1-c1cc2nc(Oc3cccc4ccccc34)n(C)c(=O)c2s1,3.0%
Cc1ccc(S(=O)(=O)N2C[C@H]3[C@H]4C(=O)N(Cc5ccccc5)C(=O)[C@H]4CC(=O)[C@H]3[C@@H]2c2cccc3ccccc23)cc1,5.8%
Cn1c(=O)c2c(-c3ccccc3)n(-c3ccccc3S)cc2n(C)c1=O,-1.7%
OC[C@@H]1CN(Cc2ccncc2)C[C@H](n2cnc3c(N4CCCC4)ncnc32)O1,-3.5%
COC(=O)C1CC(c2ccccc2)N(c2ccccc2)O1 (stereo unspecified),-0.2%
O=C1NCN(c2ccccc2)C12CCN(C(c1cccc3ccccc13)c1nnnn1C1CCCCC1)CC2 (stereo unspecified),1.7%
Cc1ccc2ccccc2c1C(O)c1ncc(-c2ccccc2F)[nH]1 (stereo unspecified),3.9%

Screening results: PubChem BioAssay, National Center for Advancing Translational Sciences (NCATS)
